Source: PubChem
PRC2 inh: blocks human EZH2/PRC2 H3K27 methylation. DELFIA TRF, 1 h. inhibition, % at 12.5 µM. Q15910. AID 651548. 57,000 tested, 0.35% active;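 active means mean inhibition of replicates at least 50% and every single replicate also reaching 50%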;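 further: dimethyl H3K27 on biotinylated H3 21-44 peptide detected by antibody; plate controls were median neutral control wells for no effect and median positive control wells for full effect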
Target sequence (Q15910 whole entry, looked up): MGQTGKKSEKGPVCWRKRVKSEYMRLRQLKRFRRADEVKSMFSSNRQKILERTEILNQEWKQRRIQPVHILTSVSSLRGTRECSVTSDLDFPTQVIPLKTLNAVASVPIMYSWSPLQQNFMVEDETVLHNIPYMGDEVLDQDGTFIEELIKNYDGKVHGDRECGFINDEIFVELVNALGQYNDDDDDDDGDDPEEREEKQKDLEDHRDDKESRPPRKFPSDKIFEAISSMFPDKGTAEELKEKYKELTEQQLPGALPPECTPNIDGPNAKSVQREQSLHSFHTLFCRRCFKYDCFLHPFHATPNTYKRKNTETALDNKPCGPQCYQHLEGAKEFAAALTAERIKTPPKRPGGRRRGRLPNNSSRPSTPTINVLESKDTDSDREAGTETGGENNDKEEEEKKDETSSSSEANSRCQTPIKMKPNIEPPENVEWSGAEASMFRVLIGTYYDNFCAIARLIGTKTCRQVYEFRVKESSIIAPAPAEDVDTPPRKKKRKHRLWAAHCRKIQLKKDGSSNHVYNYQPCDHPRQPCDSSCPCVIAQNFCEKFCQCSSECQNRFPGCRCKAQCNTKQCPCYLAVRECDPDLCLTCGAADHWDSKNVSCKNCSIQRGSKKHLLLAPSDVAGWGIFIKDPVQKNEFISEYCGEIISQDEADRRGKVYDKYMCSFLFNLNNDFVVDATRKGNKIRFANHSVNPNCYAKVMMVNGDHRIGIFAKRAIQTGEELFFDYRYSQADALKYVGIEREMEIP
IDH1 mut inh: blocks human IDH1 R132H reductase activity; 70,000 tested, 0.18% active; AID 624101; inhibition, % at 10 µM; diaphorase/resazurin fluorescence, 60 min; in the data active means inhibition above about 34%;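 further: 0% = DMSO and 100% = no enzyme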
* marks the source's active call; other numbers are inactive results; · = no result given; & = joins results of further samples. Some of the compounds tested (hit frequency here may not be typical).

Compound	PRC2 inh	IDH1 mut inh
COCC#Cc1cnc2c(c1)C(=O)N([C@H](C)CO)C[C@H](C)[C@H](CN(C)Cc1ccc(-c3ccccc3)cc1)O2	-5	·
C/C=C/c1ccc2c(c1)O[C@@H](CN(C)Cc1ccc(C(=O)O)cc1)[C@H](C)CN([C@H](C)CO)S2(=O)=O	13	3.0
CCCNC(=O)N(C)C[C@@H]1Oc2ncc(C3=CCCC3)cc2C(=O)N([C@H](C)CO)C[C@H]1C	8	0.1
C[C@H](CO)N1C[C@H](C)[C@@H](CN(C)Cc2ccccc2)Oc2cc(C#Cc3ccccn3)ccc2S1(=O)=O	·	-0.1
COC(=O)c1ccccc1NC(=O)Cn1c([N+](=O)[O-])cnc1C	4	0.5
C[C@H]1CN([C@@H](C)CO)C(=O)c2cc(C3=CCCCC3)cnc2O[C@H]1CN(C)C(=O)c1ccc(F)cc1	-3	0.6
O=C(CSc1nc2ccccc2[nH]1)Nc1ccc(Cl)cc1O	-13	-0.3
CO[C@H]1C[C@@H]2CC[C@@H](C)[C@@](O)(O2)C(=O)C(=O)N2CCCC[C@H]2C(=O)O[C@H]([C@H](C)C[C@@H]2CC[C@@H](O)[C@H](OC)C2)CC(=O)[C@H](C)/C=C(\C)[C@@H](O)[C@@H](OC)C(=O)[C@H](C)C[C@H](C)/C=C/C=C/C=C\1C	·	0.0
O=C(COc1ccc(Cl)cc1C1C2=C(CCCC2=O)NC2=C1C(=O)CCC2)Nc1ccc(Cl)cc1	-9	-0.1
CCCN(C)C[C@@H]1Oc2cc(-c3ccccc3C)ccc2S(=O)(=O)N([C@@H](C)CO)C[C@@H]1C	-6	-0.3
COc1ccc(OC)c(NC(=O)Cn2c(=O)oc3ccccc32)c1	-6	-0.2
COc1ccc(-c2nnc3c4ccccc4c(C)nn23)cc1S(=O)(=O)NCc1cccnc1	10	-0.5
O=C(C[C@@H]1CC[C@H](NS(=O)(=O)c2ccc(F)cc2)[C@@H](CO)O1)NC1CCC1	5	-0.1
C[C@@H]1CN([C@H](C)CO)C(=O)c2cc(NS(=O)(=O)c3ccc(F)cc3)ccc2O[C@@H](C)CCCCO[C@@H]1CN(C)S(=O)(=O)c1ccccc1	·	-0.8
COc1ccc(Nc2nc(Nc3ccc(OC)cc3)nc(Sc3nncn3C)n2)cc1	-8	0.5
COc1ccc(S(=O)(=O)Nc2ccc3c(c2)C(=O)N([C@@H](C)CO)C[C@H](C)[C@@H](CN(C)Cc2ccc(Oc4ccccc4)cc2)O3)cc1	·	0.9
O=C(N[C@@H]1CC[C@@H](CCn2cc(-c3ccc(F)cc3)nn2)O[C@H]1CO)c1cnccn1	13	0.0
C[C@@H]1CN([C@H](C)CO)C(=O)c2cc(C#Cc3ccncc3)cnc2O[C@H]1CN(C)Cc1ccncc1	7	3.7
CCCc1cn(CC[C@H]2CC[C@@H](NC(=O)Cc3cccnc3)[C@@H](CO)O2)nn1	0	0.0
C[C@H](CO)N1C[C@H](C)[C@@H](CN(C)S(=O)(=O)c2ccccc2)Oc2ncc(-c3cccc(C(=O)N(C)C)c3)cc2C1=O	-1	-0.2
O=C(NCC[C@@H]1CC[C@@H](NC(=O)C2CC2)[C@H](CO)O1)c1cc(Cl)cc(Cl)c1	-1	0.3
Cc1ccc(S(=O)(=O)N(C)C[C@H]2Oc3ccc(NC(=O)CCC(F)(F)F)cc3CC(=O)N([C@@H](C)CO)C[C@@H]2C)cc1	4	-0.9
CO[C@H]1CN(C)C(=O)c2cc(NC(=O)NC(C)C)ccc2OC[C@H](C)N(Cc2ccc(-c3ccccn3)cc2)C[C@@H]1C	-13	0.0
COc1ccc(NC(=O)Nc2ccc3c(c2)C(=O)N([C@@H](C)CO)C[C@H](C)[C@H](CN(C)C(=O)NC(C)C)O3)cc1	0	-0.7

2 of the compounds above, with two lines to a compound.
Each structure is followed by: PRC2 inh, IDH1 mut inh
- C[C@@H]1CN([C@H](C)CO)C(=O)c2cc(C#Cc3ccncc3)cnc2O[C@H]1CN(C)Cc1ccncc1
→ 7, 3.7
- O=C(NCC[C@@H]1CC[C@@H](NC(=O)C2CC2)[C@H](CO)O1)c1cc(Cl)cc(Cl)c1
→ -1, 0.3

(continued)
Compound	PRC2 inh	IDH1 mut inh
C[C@H](CO)N1C[C@H](C)[C@@H](CN(C)S(=O)(=O)c2cn(C)cn2)Oc2c(NC(=O)c3ccncc3)cccc2C1=O	·	0.0
O=C(Cn1cnc2ccccc2c1=O)Nc1ccc(Br)cc1F	-17	0.4
C[C@@H]1CCCCO[C@H](CN(C)Cc2ccncc2)[C@@H](C)CN([C@H](C)CO)C(=O)c2cc(NC(=O)NC3CCCCC3)ccc2O1	1	·
CCC(=O)N(C)C[C@H]1Oc2ncc(-c3ccc(C#N)cc3)cc2C(=O)N([C@@H](C)CO)C[C@@H]1C	·	0.6
CCC(=O)N(C)C[C@@H]1Oc2cc(C3=CCCCC3)ccc2S(=O)(=O)N([C@@H](C)CO)C[C@@H]1C	-9	·
Cc1ccc(-c2nn(C)c(=O)c3ccccc23)cc1CNC(=O)CN1C(=O)c2ccccc2C1=O	-12	0.4
CO[C@@H]1CN(C)C(=O)c2ccc(NS(=O)(=O)c3ccccc3)cc2OC[C@@H](C)N(C)C[C@@H]1C	6	0.2
CN(C(=S)SCc1ccccc1)c1ccccc1	66*	-0.3
C[C@@H]1CN([C@H](C)CO)C(=O)c2cccc(NC(=O)c3ccc(-c4nccs4)cc3)c2O[C@@H]1CN(C)Cc1ccc(C(=O)O)cc1	·	-6.4
C[C@@H]1CN([C@@H](C)CO)C(=O)Cc2cc(NS(=O)(=O)c3cccs3)ccc2O[C@H]1CN(C)S(=O)(=O)c1cn(C)cn1	·	-1.8
Cc1ccc(-c2cnc3c(c2)C(=O)N([C@H](C)CO)C[C@H](C)[C@H](CN(C)C(=O)c2ccc(F)cc2)O3)cc1	-3	-0.4
COC(=O)c1c(N)oc2c(-c3cccc(C(F)(F)F)c3)c3c(C(=O)OC)c(N)oc3cc12	0	1.5
Cc1noc(C)c1NC(=O)N(C)C[C@@H]1OCCCC[C@H](C)Oc2ccc(NS(=O)(=O)c3cn(C)cn3)cc2C(=O)N([C@@H](C)CO)C[C@H]1C	·	2.6
C/C=C/c1cnc2c(c1)C(=O)N([C@@H](C)CO)C[C@@H](C)[C@@H](CN(C)C(=O)Nc1ccccc1F)O2	-2	9.6
CO[C@H]1CN(C)C(=O)c2cc(NC(=O)Nc3ccccc3)ccc2OC[C@H](C)NC[C@H]1C	-11	0.4
C[C@H]1CN([C@@H](C)CO)C(=O)c2ccccc2-c2ccccc2CO[C@@H]1CN(C)S(=O)(=O)c1ccccc1F	3	-4.1
COc1ccc(S(=O)(=O)N(C)C[C@@H]2Oc3ccc(N(C)C)cc3C(=O)N([C@@H](C)CO)C[C@@H]2C)cc1	-5	-0.3
C[C@@H]1CN([C@H](C)CO)C(=O)Cc2cc(NC(=O)CCC(F)(F)F)ccc2O[C@H]1CN(C)Cc1ccc(Oc2ccccc2)cc1	·	0.1
O=C(NO)c1ccc(C(=O)N/N=C/c2ccc(Br)s2)cc1	13	·
C[C@H]1CCCCO[C@@H](CN(C)CC2CCCCC2)[C@@H](C)CN([C@@H](C)CO)C(=O)c2cc(NS(C)(=O)=O)ccc2O1	7	0.8
C[C@@H]1CN([C@@H](C)CO)C(=O)CCCn2cc(nn2)CO[C@H]1CN(C)C(=O)Nc1cccc2ccccc12	-2	2.8
C[C@@H]1CN([C@H](C)CO)C(=O)Cc2cc(NC(=O)CCCCCC(=O)Nc3ccccc3N)ccc2O[C@H]1CN(C)C(=O)NC1CCCCC1	2	0.4
CCCC(=O)Nc1ccc2c(c1)OC[C@H](C)N(Cc1nccs1)C[C@H](C)[C@H](OC)CN(C)C2=O	2	0.2
COc1ccccc1S(=O)(=O)N(C)C[C@H]1Oc2cc(C#CCC3CCCC3)ccc2S(=O)(=O)N([C@H](C)CO)C[C@H]1C	10&-7	·
O=C(CS(=O)(=O)c1ccccc1)Nc1ccccc1O	-10	-0.5
COc1ccccc1-c1cn(CC[C@@H]2CC[C@H](NC(=O)C3CC3)[C@@H](CO)O2)nn1	4	-0.4
C[C@H](O)C#Cc1cnc2c(c1)C(=O)N([C@H](C)CO)C[C@H](C)[C@@H](CN(C)C(=O)CN(C)C)O2	-3	-5.3
C[C@@H]1CN([C@H](C)CO)C(=O)c2cc(NC(=O)CCCCCC(=O)Nc3ccccc3N)ccc2O[C@@H]1CN(C)S(=O)(=O)c1ccccc1	-13	1.9
C[C@H]1CCCCO[C@H](CN(C)S(=O)(=O)c2ccc(F)cc2)[C@@H](C)CN([C@@H](C)CO)C(=O)c2cc(NC(=O)C3CCCCC3)ccc2O1	·	3.7
CCOC(=O)CSc1ncc(-c2ccccc2)nn1	13	-0.1
C[C@H]1CN([C@@H](C)CO)C(=O)CCCn2cc(nn2)CO[C@@H]1CN(C)C(=O)Nc1ccnc(N2CCOCC2)c1	·	-0.5
C=C[C@@]12COC(=O)C(=C)C1[C@@H](O)[C@H](C(=C)C(=O)OC)[C@@H](OC(=O)C(=C)CO)C2 (stereo not given in full)	·	-0.2
C[C@@H]1CN([C@@H](C)CO)C(=O)c2cc(NC(=O)c3ccncc3)ccc2O[C@@H](C)CCCCO[C@H]1CN(C)S(=O)(=O)c1cn(C)cn1	·	-3.0
COC(=O)C(CC#Cc1ccc2c(c1)[C@]1(C(=O)N2)[C@H](C(=O)O)[C@H]2C(=O)O[C@H](c3ccccc3)[C@H](c3ccccc3)N2[C@@H]1c1ccc(OCCO)cc1)C(=O)OC	40	·
C[C@@H]1CN([C@H](C)CO)C(=O)c2cc(NC(=O)Nc3ccc(C(F)(F)F)cc3)ccc2O[C@@H](C)CCCCO[C@@H]1CN(C)S(=O)(=O)c1ccccc1	·	3.0
COc1ccc(NC(=O)Nc2ccc3c(c2)C(=O)N([C@H](C)CO)C[C@@H](C)[C@H](CN(C)S(=O)(=O)c2cccs2)OCCCC[C@H](C)O3)cc1	·	-0.2
C=C1C(=O)O[C@H]2CC(C)C3CC[C@@]4(C)O[C@@]34CC12 (stereo not given in full)	-34	0.1
COC(=O)CN(c1cccc(C)c1)S(=O)(=O)c1ccc(Cl)c(Cl)c1	8	-1.1
COc1ccc(NC(=O)Nc2ccc3c(c2)C(=O)N([C@@H](C)CO)C[C@H](C)[C@@H](CN(C)C(=O)Nc2ccc(F)cc2)O3)cc1	-1	2.1
O=C(CC(C(=O)O)N1CCOCC1)Nc1ccccc1 (stereo not given)	-7	-0.2
CCO[C@H]1OC(C(=O)NCc2nc3ccccc3[nH]2)=C[C@@H](c2csc3ccccc23)[C@@H]1CCCO	1	·
OC(CCN1CCCC1)(c1ccccc1)C1CCCCC1 (stereo not given)	·	-0.4
COc1ccc(Br)c(/C=N/NC(=O)CCCCC(=O)NO)c1	3	0.2
C[C@H]1CN([C@@H](C)CO)C(=O)c2c(c3ccccc3n2C)-c2ccccc2CO[C@H]1CN(C)C(=O)Cc1ccccc1	-10	-0.2
CC(C)NC(=O)N(C)C[C@H]1Oc2cc(C#Cc3cccc(F)c3)ccc2S(=O)(=O)N([C@H](C)CO)C[C@H]1C	·	0.6
C[C@H]1CN([C@@H](C)CO)S(=O)(=O)c2ccc(C#Cc3ccncc3)cc2O[C@H]1CN(C)C(=O)Nc1ccc2c(c1)OCO2	0	·
COc1cccc(-c2ccc3c(c2)O[C@H](CN(C)Cc2cncnc2)[C@@H](C)CN([C@@H](C)CO)S3(=O)=O)c1	-18	0.1
COc1ccc(S(=O)(=O)Nc2ccc3c(c2)C(=O)N([C@H](C)CO)C[C@H](C)[C@@H](CN(C)S(=O)(=O)c2ccccc2)OCCCC[C@@H](C)O3)cc1	·	-0.3
C[C@H](CO)N1C[C@H](C)[C@@H](CN(C)Cc2ccc(C(=O)Nc3ccccc3N)cc2)Oc2ccc(N(C)C)cc2CC1=O	-14	-2.3
COc1ccccc1NC(=O)N(C)C[C@H]1Oc2ncc(C#CCN(C)C)cc2C(=O)N([C@H](C)CO)C[C@H]1C	·	0.1
C[C@H](CO)N1C[C@H](C)[C@H](CN(C)S(=O)(=O)c2cn(C)cn2)Oc2ccc(NC(=O)Nc3ccccc3)cc2CC1=O	·	1.8
C[C@]1(OC(=O)/C=C/c2ccccc2)C[C@@H](O)[C@]2(O)C=CO[C@@H](O[C@@H]3O[C@H](CO)[C@@H](O)[C@H](O)[C@H]3O)[C@@H]21	·	0.3
O=C(NCc1cccnc1)c1cc(-c2ccccn2)nc2c(Cl)cccc12	5	28
CC(C)NC(=O)Nc1ccc2c(c1)C(=O)N([C@@H](C)CO)C[C@@H](C)[C@@H](CN(C)S(=O)(=O)c1ccc(Cl)cc1)OCCCC[C@@H](C)O2	·	3.8
CO[C@@H]1CN(C)C(=O)c2cc(NC(=O)c3ccc(Oc4ccccc4)cc3)ccc2OC[C@@H](C)NC[C@@H]1C	-26	-0.2

4 records picked at random from those above, as already listed:
Compound	PRC2 inh	IDH1 mut inh
CC(C)NC(=O)Nc1ccc2c(c1)C(=O)N([C@@H](C)CO)C[C@@H](C)[C@@H](CN(C)S(=O)(=O)c1ccc(Cl)cc1)OCCCC[C@@H](C)O2	·	3.8
O=C(NCc1cccnc1)c1cc(-c2ccccn2)nc2c(Cl)cccc12	5	28
C[C@H](CO)N1C[C@H](C)[C@H](CN(C)S(=O)(=O)c2cn(C)cn2)Oc2ccc(NC(=O)Nc3ccccc3)cc2CC1=O	·	1.8
C[C@H](CO)N1C[C@H](C)[C@@H](CN(C)Cc2ccc(C(=O)Nc3ccccc3N)cc2)Oc2ccc(N(C)C)cc2CC1=O	-14	-2.3
